TEAD-YAP inh: TEAD-YAP interaction inhibition; HEK-TIYL cells, TEAD-Gal4/YAP UAS-luciferase luminescence; inhibition, % at 9.12 µM; actives 1.4% (n = 640,000); AID 1259422; in the data active = inhibition above about 32%;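 note: 0% = median of test compound wells and 100% = reference inhibitor wells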
FBW7 act: human FBW7 E3 ligase activation, primary screen; Q969H0; AID 1259310; AlphaScreen FBW7–phospho-cyclin E peptide binding, activator screen; normalized activity (activation), % at 26.1 µM; actives 0.13% (n = 650,000); in the data active = normalized activity above about 1.9%;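 note: purified mutant Fbw7 with reduced substrate affinity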
Target sequence (Q969H0 whole entry, looked up): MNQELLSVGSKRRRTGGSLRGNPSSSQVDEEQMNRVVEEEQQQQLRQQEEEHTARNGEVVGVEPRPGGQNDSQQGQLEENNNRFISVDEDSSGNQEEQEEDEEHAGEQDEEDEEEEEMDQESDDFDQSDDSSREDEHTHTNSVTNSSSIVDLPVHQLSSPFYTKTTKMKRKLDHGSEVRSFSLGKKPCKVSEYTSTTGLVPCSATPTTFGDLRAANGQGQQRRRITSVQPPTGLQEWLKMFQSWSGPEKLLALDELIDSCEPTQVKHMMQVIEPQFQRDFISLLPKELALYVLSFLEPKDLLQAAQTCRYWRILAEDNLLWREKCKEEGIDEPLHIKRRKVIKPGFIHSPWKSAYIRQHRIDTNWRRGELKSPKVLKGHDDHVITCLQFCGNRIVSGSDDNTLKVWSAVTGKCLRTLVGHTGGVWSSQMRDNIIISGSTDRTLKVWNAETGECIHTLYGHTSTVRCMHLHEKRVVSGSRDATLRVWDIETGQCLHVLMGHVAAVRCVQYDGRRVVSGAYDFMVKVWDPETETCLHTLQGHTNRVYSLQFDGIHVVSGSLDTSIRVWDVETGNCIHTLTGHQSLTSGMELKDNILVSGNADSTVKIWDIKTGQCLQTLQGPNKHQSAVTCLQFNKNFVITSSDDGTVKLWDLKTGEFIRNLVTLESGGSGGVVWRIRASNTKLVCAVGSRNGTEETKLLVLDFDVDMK
GPR151 activ: human GPR151 activation; activation, % at 11.2 µM; actives 1% (n = 650,000); PathHunter beta-arrestin GPR151 cells, luminescence; in the data active = activation above about 4.9%;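 note: 0% = median of compound wells and 100% = cells with positive control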
MITF primary: inhibitors of human MITF | O75030 | AlphaScreen MITF homodimerization, bead proximity signal | inhibition, % at 2.6 µM | actives 0.91% (n = 650,000); in the data active = inhibition above about 50%;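 note: 0% = vehicle wells with protein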
Active calls of the source: *; & = joins results of further samples.

Molecule	TEAD-YAP inh	FBW7 act	GPR151 activ	MITF primary
Cc1ccc(N2C(=O)NC(=O)/C(=C\c3ccc(I)o3)C2=O)cc1C	12	-0.3	0.6	42
Cc1ccc(N(C(C)C(=O)Nc2cccc(Br)c2)S(C)(=O)=O)cc1C (stereo not given)	-13	0.3	2.7	15
c1ccc(CN2CCN(Cc3nnnn3C3CCCC3)CC2)cc1	2	0.2	-0.4	7
CCCC1=NN2C(=N)/C(=C/c3ccc(-c4ccc(C(=O)O)cc4)o3)C(=O)N=C2S1	-3	0.1	1.0	-3
CCOc1ccc2sc(C=NCc3cccnc3)c(O)c2c1	-10	-0.1	2.2	4
CCN(CC)c1ccc(N)cc1S(=O)(=O)Nc1ccc(OC)cc1	-7	0.0	1.3	22
CC(C)(C)c1ccccc1OCCCCn1ccnc1	-4	-0.2	0.3	7
O=C(O)c1cccc(NS(=O)(=O)c2cccc(S(=O)(=O)c3ccccc3)c2)c1	-3	0.0	-1.1	0

More records:
Molecule	TEAD-YAP inh	FBW7 act	GPR151 activ	MITF primary
Cc1cc(C)n(-c2nc3c(c(=O)n(Cc4ccccc4C)c(=O)n3C)n2CC(C)C)n1	-6	0.9	0.9	1
O=C(NC1CCCCC1)c1cnn2c1NC(c1ccccc1)CC2C(F)(F)F (stereo not given)	0	0.1	1.0	0
O=[N+]([O-])c1ccc(CNc2cccc(Cl)c2)s1	22	0.0	-1.2	-32
COc1ccc(OC)c(N(CC(=O)NC(C)C)S(C)(=O)=O)c1	-5	0.3	-1.2	8
CN1CCN(C(=S)c2ccc([N+](=O)[O-])cc2)CC1	3	0.0	4.3	6
O=C(N/N=C/c1cccs1)C(=O)N/N=C/c1cccs1	3	0.0	0.9	-8
CCn1cc(C(=O)O)c(=O)c2cc(OC)ccc21	6	0.0	0.2	10
O=C(CNC(=O)c1ccc(Cl)cc1Cl)NCCCN1CCCC1=O	3	0.1	0.4	-3

Grouped by structure, the entries above containing an aryl methoxy group (3)
Molecule	TEAD-YAP inh	FBW7 act	GPR151 activ	MITF primary
CCN(CC)c1ccc(N)cc1S(=O)(=O)Nc1ccc(OC)cc1	-7	0.0	1.3	22
COc1ccc(OC)c(N(CC(=O)NC(C)C)S(C)(=O)=O)c1	-5	0.3	-1.2	8
CCn1cc(C(=O)O)c(=O)c2cc(OC)ccc21	6	0.0	0.2	10

(continued)
Molecule	TEAD-YAP inh	FBW7 act	GPR151 activ	MITF primary
Cc1nn(CC(=O)NC2CCC(C)CC2)c(=O)c2cccn12 (stereo not given)	-21	0.0	1.2	6
O=C(CSc1nc(NC2CCCCC2)c2ccccc2n1)NCc1ccccc1	13	0.4	0.5	-12
Cc1ccc(N2C(=O)C3C4CCC(C4)C3C2=O)cc1F (stereo not given)	1	0.3	0.0	15
COc1ccc(C(=O)Nc2sc(C(=O)N3CCCCC3)c(C)c2C#N)cc1OC	-1	0.1	1.2	-6
COc1ccc(OCCOc2c(Cl)cc(/C=C3/C(=N)N4N=C(C(C)C)SC4=NC3=O)cc2OC)cc1	-13	-0.3	-0.8	0
CCCCCn1c(=S)[nH]c2ccc(Br)cc2c1=O	1	-0.1	0.2	-8
O=c1c2c([nH]c3nc4ccccc4n13)CCCC2	2	-0.2	0.2	-4
O=C(NCCc1nnc2n1CCN(Cc1ccc(N3CCCC3)cc1)CC2)c1ccoc1	2	0.0	-0.5	6

Going on with the list:
Molecule	TEAD-YAP inh	FBW7 act	GPR151 activ	MITF primary
CCOc1cc(C2C(C(=O)OC)=CN(Cc3ccc(Cl)cc3)C=C2C(=O)OC)cc(Br)c1O	-1	0.1	2.0	-8
O=C(CC1C(=O)N(CCc2ccccc2)C(=S)N1Cc1ccco1)Nc1ccc(F)cc1 (stereo not given)	8&-1	0.0&0.1	1.4&0.1	-19&10
COc1cc(/C=C/c2cc(C(F)(F)F)[nH]c(=O)n2)ccc1Oc1nc2c(c(=O)n(C)c(=O)n2C)n1C	2	0.4	1.4	19
O=C(c1ccccc1)N1CCN(Cc2ccc3ccccc3c2)CC1	9	-0.1	-0.7	12
Cn1c(=S)[nH]c2cc(C(=O)O)ccc2c1=O	-7	0.0	0.9	-6
Cn1c(=O)cc(N2CCc3ccccc3C2)[nH]c1=O	-5	-0.2	-0.5	9
O=c1c2sccc2nc(SCc2cccc([N+](=O)[O-])c2)n1C1CCCCC1	-2	0.0	0.6	5
C[C@@H](NC(=O)N[C@H]1C[C@H]2C(=O)N[C@@H](CCCCN)C(=O)N2C1)c1ccccc1	7	0.1	-1.1	18

Other compounds
Molecule	TEAD-YAP inh	FBW7 act	GPR151 activ	MITF primary
O=C(NCCN1CCOCC1)C1(c2cccs2)CCOCC1	-9	0.8	1.0	19
N#Cc1ccc(-c2ccccc2)nc1SCC(=O)c1cccc(Cl)c1	8	0.1	2.3	2
Cc1ccccc1NC(=O)C(=O)NCCc1ccccc1F	-30	0.9	1.9	11
COCc1cc(C)nc2sc(C3=NC(C)(C)Cc4ccccc43)c(N)c12	-1	-0.3	0.2	7
CCOc1ccc(-n2c(=S)sc3c(=O)n(-c4ccccc4)c(SCC(=O)NCc4ccccc4Cl)nc32)cc1	-1	-0.1	-0.4	2
O=C1CC(Cc2ccc(Br)cc2)C(=O)N1CCc1ccc2c(c1)OCO2 (stereo not given)	6	0.0	-0.8	12
CCOC(=O)c1cnc2nc(-c3ccc(OC)cc3)[nH]n2c1=O	-9	0.0	0.8	-6
COc1ccc(/C(C)=N\Nc2nc(-c3ccccc3)cs2)cc1	-1	0.0	3.9	-8

Of the compounds above, two have a CF3 group:
Molecule	TEAD-YAP inh	FBW7 act	GPR151 activ	MITF primary
O=C(NC1CCCCC1)c1cnn2c1NC(c1ccccc1)CC2C(F)(F)F (stereo not given)	0	0.1	1.0	0
COc1cc(/C=C/c2cc(C(F)(F)F)[nH]c(=O)n2)ccc1Oc1nc2c(c(=O)n(C)c(=O)n2C)n1C	2	0.4	1.4	19

Further results:
Molecule	TEAD-YAP inh	FBW7 act	GPR151 activ	MITF primary
COc1ccc(OC)c(NC(=O)CSc2nc3ccc(N4CCCCC4)cc3c(=O)n2Cc2ccccc2)c1	-1	0.4	-2.7	25
CCOCCCNC(=O)c1ccc(Cl)c(Cl)c1	-2	-0.2	-0.3	2
N#CC1=C(N)SC2=C(C(=O)c3ccccc32)C1C1CC=CCC1 (stereo not given)	-7	-0.1	0.6	2
O=c1[nH]c2ccccc2n1C1CCCCC1	6	1.5	-0.7	12
O=C(NCc1ccncc1)c1nnc(-c2ccccc2)o1	-10	-0.1	-0.4	-11
CCN(CC)C(=O)C(=O)N1CCN(c2ccccc2F)CC1	5	-0.1	-0.5	-24
O=C(O)c1c(CNCc2cccc(Cl)c2)c2ccccc2n1Cc1ccccc1	-4	-0.1	1.1	-4
CC1CCC2(CC1)NC(=O)N(CC(=O)N1CCCC1)C2=O (stereo not given)	-1	0.0	0.8	-3

The listing continues.
Molecule	TEAD-YAP inh	FBW7 act	GPR151 activ	MITF primary
CC(CNC(=O)Cc1ccc(Cl)cc1)CN(C)C (stereo not given)	-2	-0.1	0.0	-19
COC(=O)/C(C#N)=C/c1cc(Br)c(OC)cc1OC	4	0.4	-0.1	9
CCCCCCOC1OC(COC(C)=O)C(OC(C)=O)C(OC(C)=O)C1NC(C)=O (stereo not given)	10	-0.1	-1.4	-4
O=C(COC(=O)c1cc(=O)c2ccccc2o1)Nc1ccc(F)cc1	3	-0.2	2.0	3
CC(=O)N(C)c1ccc(N=Cc2ccc([N+](=O)[O-])cc2)cc1	9	0.0	3.3	-1
O=C(NCCCn1ccnc1)c1cn(Cc2ccc(F)cc2)nn1	8	0.0	1.9	1
CCNc1nc(OC)nc(Oc2ccc(/C=N/O)cc2)n1	-8	-0.1	0.8	8
Cc1ccc2oc(-c3ccc(C)c(NC(=S)NC(=O)c4ccco4)c3)nc2c1	-22	-0.2	0.1	7

Next section
Molecule	TEAD-YAP inh	FBW7 act	GPR151 activ	MITF primary
COc1ccc(-c2cnc(NC(=O)c3ccc(F)cc3)n2C)cc1	-38	-0.1	-1.2	-12
CC(C)(C)C1(C)OC2COCCOCCOCCOCCOCC2O1 (stereo not given)	7	0.0	1.2	6
CCN(CC)c1nc(NCCc2ccc(OC)cc2)nc(Nc2cnccn2)n1	-9	0.1	-0.7	7
CCCc1ccc(OC(=O)c2cncc(Br)c2)cc1	-3	0.0	0.3	0
O=C(CN(C(=O)CNC(=O)c1ccco1)c1ccc(F)cc1)NC1CCCCC1	-7	-0.1	3.4	-4
CCOC(=O)N1CCC(NC(=O)C2CC23CCN(Cc2ccc(C)o2)CC3)CC1 (stereo not given)	5	0.1	-0.6	12
Cc1cc(C)n(S(=O)(=O)c2ccc(Cl)c(Cl)c2)n1	-11	0.0	-2.6	-6
Cc1c(Cl)cccc1NC(=O)c1cc2ccccc2oc1=O	-8	0.7	-1.3	28

Continued.
Molecule	TEAD-YAP inh	FBW7 act	GPR151 activ	MITF primary
CC(=O)Nc1nnc(C(C)C)s1	0	0.0	-1.7	18
CCCNC(=O)c1csc(Nc2cnccn2)n1	-5	-0.1	0.5	5
COc1ccc(CNc2nccn3c(-c4ccsc4)cnc23)cc1	-1	0.4	3.0	15
O=C(NCCc1nc(-c2ccncc2)n[nH]1)C1(c2ccccc2)CCCC1	5	0.0	5.9*	4
COc1ccc2nc(NC(=O)CCN3C(=O)C4C5C=CC(CC5)C4C3=O)sc2c1 (stereo not given)	5	-0.1	1.7	9
CN1CCc2c(sc(NC(=O)c3ccccc3Oc3ccccc3)c2C(N)=O)C1	-8	0.1	0.3	8
Cc1ccc(Cc2cnc(NC(=O)CN3CCCCC3)s2)cc1Cl	8	-0.1	0.3	1
CCCC(=O)Nc1nnc(SCC(=O)Nc2c(C)cccc2C)s1	4	0.0	0.0	-16

Next structures follow.
Molecule	TEAD-YAP inh	FBW7 act	GPR151 activ	MITF primary
CC(=O)c1cccc(-c2cccc3cnc(Nc4ccc(-n5cnc(C)n5)cc4)nc23)c1	-6	-0.2	3.0	-11
CC(=O)Nc1ccc(Nc2nc(NCCCN3CCCC3=O)nc3c2ncn3C2CCCCC2)cc1	-11	0.0	-2.7	-3
COc1ccc(C)c(Cn2c(-c3nonc3N)nc3ccccc32)c1	54*	0.8	-1.3	10
COc1cc(C(c2sc3nc(C)nn3c2O)N2CCN(C)CC2)cc(OC)c1OC (stereo not given)	7	0.1	0.6	8
Cc1nc2c(c(C)c1CCC(=O)NCCN1CCN(C)CC1)c(=O)n(C)c(=O)n2C	-3	0.5	-1.0	8
COc1cccc(N(C(=O)c2csnn2)C(C(=O)NC(C)(C)C)c2ccccc2)c1 (stereo not given)	10	0.2	1.8	-11
O=C(NC1CCCC1)c1cc(Sc2ccccc2Cl)nc2ccccc12	1	0.1	-0.6	9
CC(C)C(=O)NCCc1nc2ccccc2[nH]1	-5	0.1	0.4	1

Whole records, looked up by structure:
CC(C)C(=O)NCCc1nc2ccccc2[nH]1 is listed as TEAD-YAP inh: -5; FBW7 act: 0.1; GPR151 activ: 0.4; MITF primary: 1
Cc1nc2c(c(C)c1CCC(=O)NCCN1CCN(C)CC1)c(=O)n(C)c(=O)n2C is listed as TEAD-YAP inh: -3; FBW7 act: 0.5; GPR151 activ: -1.0; MITF primary: 8

Following part
Molecule	TEAD-YAP inh	FBW7 act	GPR151 activ	MITF primary
N#Cc1c(-c2ccccc2)cc(-c2cccs2)nc1SCc1ccncc1	-9	-0.1	0.6	-22
CCN1CCCC1CNC(=O)C1=CCN(S(=O)(=O)c2ccc(F)cc2)CC1 (stereo not given)	-5	-0.1	-0.6	-5
Cc1cc([N+](=O)[O-])ccc1N=C1N=C(N)c2ccccc21	-3	0.0	1.4	-5
CC1(C)CC(OC(=O)c2ccco2)CC(C)(C)N1OC(=O)c1ccc(-n2cnnn2)cc1	1	0.1	-0.7	13
c1ccc(-c2ncc(-c3ccncn3)c(-c3cccnc3)n2)nc1	-7	-0.3	-1.3	19
O=C(COc1ccccc1)Nc1ccccc1CO	-4	0.2	0.1	8
CS(=O)(=O)Nc1cc(CNCc2ccccc2)cc(C(=O)N2CCCCC2)c1	10	-0.1	3.0	0
O=c1oc2c3ccccc3oc(=O)c2c2ccccc12	9	-0.5	0.4	4

Remaining list, next part.
Molecule	TEAD-YAP inh	FBW7 act	GPR151 activ	MITF primary
CC(C)CNC(=O)c1nc2c(nnn2Cc2ccccc2Cl)c(=O)[nH]1	1	-0.1	-1.3	2
O=S(=O)(Nc1ccc(NS(=O)(=O)c2ccccc2)c2ccccc12)c1ccccc1	-1	0.1	0.1	13
COC(=O)c1ccc(Cn2cnc(-c3ccc(C)cc3)cc2=O)o1	-7	0.0	1.7	-10
CC(C)(C)NC(=O)COC(=O)c1ccc(S(=O)(=O)N2CCCCCC2)cc1	-1	0.0	-2.0	-11
CN(Cc1nc2ccccc2n1C)S(C)(=O)=O	-4	0.9	1.3	20
Cc1ccc2nc3ccc(N4CC(C)CC(C)C4)nn3c(=O)c2c1 (stereo not given)	-18	-0.1	0.3	-3
CN(C)C(=S)NC(=O)C(c1ccccc1)c1ccccc1	0	0.1	1.6	7
COc1ccc([N+](=O)[O-])cc1NC(=O)c1cccnc1	4	-0.1	1.0	5
COC(=O)c1c(NC(=O)c2ccc(S(=O)(=O)N(C)C)cc2)sc2c1CCN(C(C)C)C2	10	0.4	-1.4	9

Screening data as filed in PubChem.
